NCOA1 inh = inhibitors of human steroid receptor coactivator 1 (SRC1); inhibition, % at 3.6 µM; 360,000 compounds, 0.12% hits; AID 588354; Q15788; HEK293 GAL4-SRC1 luciferase reporter, luminescence;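 active = inhibition above the campaign mean plus 3 SD, with each screening campaign given its own cutoff, cut at about 60% in these data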;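 note: 0% = DMSO treated cells and 100% = gossypol at 36 µM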
NR2F2 inh = inhibitors of human COUP-TFII (NR2F2) | P24468 | HEK293T NGFI-A luciferase reporter, luminescence | inhibition, % at 8.6 µM | 370,000 compounds, 0.7% hits;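 active = inhibition above a per-plate cutoff, mean inhibition of test wells between control levels plus 3 SD, cut at about 38% in these data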;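 note: cells cotransfected with COUP-TFII expression vector driving the NGFI-A reporter; 0% = median of COUP-TF2 test wells and 100% = reporter-only cells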
NOD2-RIPK2 inh = inhibitors of human NOD2-RIPK2 interaction | inhibition, % at 4.98 µM | O43353 | 360,000 compounds, 0.38% hits | AID 624267 | CHO BLA complementation NOD2-RIPK2, CCF4 ratio; in the data active = inhibition above about 21%;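 note: 0% = vehicle only and 100% = reference blocker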
TROY signal inh = inhibitors of TROY-dependent NF-kB signaling; Q293 LMP1-TROYcd NF-kB luciferase reporter, 4 h; inhibition, % at 10 µM; 360,000 compounds, 0.98% hits; AID 1347056;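 active = compounds whose plate-normalised and pattern-corrected inhibition of the luciferase reporter signal at the single screening dose is 50% or more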
NR5A2 inv ag = inverse agonists of human LRH-1 (NR5A2); HEK293T StAR-luciferase reporter, LRH-1 transfected, 24 h; AID 602396; inhibition, % at 3.6 µM; 360,000 compounds, 0.13% hits;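 active = inhibition above the mean inhibition of all tested compounds plus 3 SD, cut at about 73% in these data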;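 note: 0% = DMSO wells and 100% = reporter-only cells lacking LRH-1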
NCOA3 inh = human NCOA3 inhibition. HEK293 GAL4-SRC3 luciferase reporter, luminescence. AID 588352. 360,000 compounds, 0.17% hits. inhibition, % at 3.6 µM. Q9Y6Q9;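 active = inhibition above a per-campaign cutoff, the mean of all compounds plus 3 SD, cut at about 60% in these data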;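 note: 0% = DMSO-treated cells and 100% = gossypol-treated cells at 36 µM; higher means less SRC3-driven luciferase light from the GAL4 reporter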
EBV LMP1 NFkB = reduces LMP1-driven NF-kappaB luciferase signal | LMP1-induced NF-kappaB luciferase reporter cells, luminescence | inhibition, % at 12.5 µM | 350,000 compounds, 0.69% hits | AID 504558; in the data active = inhibition above about 41%;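 note: 0% = neutral control wells and 100% = reference inhibitor control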
Vif imaging = blocks HIV Vif function. 340,000 compounds, 0.35% hits. HEK293T cells, Vif self-association by quenched fluorescence, imaging, 24 h. inhibition, % at 7.49 µM. AID 602346; in the data active = inhibition above about 50%, passing the limit was not always enough; note: some results filed as inactive read as strong as hits
TLR9-MyD88 block = blocks human TLR9 binding to MyD88; 340,000 compounds, 0.21% hits; inhibition, % at 4.98 µM; CHO BLA complementation TLR9-MyD88, CCF4 FRET ratio; Q9NR96+Q99836;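 active = inhibition above the mean over all tested compounds plus 3 SD, cut at about 21% in these data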;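 note: 0% = DMSO only wells and 100% = clavulanate BLA inhibitor control wells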
C8 TRAIL sens = caspase-8 TRAIL sensitization; 360,000 compounds, 1% hits; NB7+C8 cells + TRAIL, ATPlite viability luminescence; AID 624354; inhibition (viability loss, TRAIL sensitization), % at 10 µM;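 active = compounds causing at least 50% loss of cell viability in the single-dose screen, relative to plate controls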
NCOA2 inhibitor = inhibits human steroid receptor coactivator 2 | Q15596 | HEK293 GAL4-SRC2 luciferase reporter, luminescence | inhibition, % at 9 µM | 370,000 compounds, 0.17% hits | AID 651957;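 active = inhibition above the mean inhibition of all tested compounds plus 3 SD, set per campaign, cut at about 52% in these data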;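 note: 0% = DMSO treated cells and 100% = cells given Gossypol at 36 µM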
Target sequence (Q15596 whole entry, looked up, the tested form may be a part): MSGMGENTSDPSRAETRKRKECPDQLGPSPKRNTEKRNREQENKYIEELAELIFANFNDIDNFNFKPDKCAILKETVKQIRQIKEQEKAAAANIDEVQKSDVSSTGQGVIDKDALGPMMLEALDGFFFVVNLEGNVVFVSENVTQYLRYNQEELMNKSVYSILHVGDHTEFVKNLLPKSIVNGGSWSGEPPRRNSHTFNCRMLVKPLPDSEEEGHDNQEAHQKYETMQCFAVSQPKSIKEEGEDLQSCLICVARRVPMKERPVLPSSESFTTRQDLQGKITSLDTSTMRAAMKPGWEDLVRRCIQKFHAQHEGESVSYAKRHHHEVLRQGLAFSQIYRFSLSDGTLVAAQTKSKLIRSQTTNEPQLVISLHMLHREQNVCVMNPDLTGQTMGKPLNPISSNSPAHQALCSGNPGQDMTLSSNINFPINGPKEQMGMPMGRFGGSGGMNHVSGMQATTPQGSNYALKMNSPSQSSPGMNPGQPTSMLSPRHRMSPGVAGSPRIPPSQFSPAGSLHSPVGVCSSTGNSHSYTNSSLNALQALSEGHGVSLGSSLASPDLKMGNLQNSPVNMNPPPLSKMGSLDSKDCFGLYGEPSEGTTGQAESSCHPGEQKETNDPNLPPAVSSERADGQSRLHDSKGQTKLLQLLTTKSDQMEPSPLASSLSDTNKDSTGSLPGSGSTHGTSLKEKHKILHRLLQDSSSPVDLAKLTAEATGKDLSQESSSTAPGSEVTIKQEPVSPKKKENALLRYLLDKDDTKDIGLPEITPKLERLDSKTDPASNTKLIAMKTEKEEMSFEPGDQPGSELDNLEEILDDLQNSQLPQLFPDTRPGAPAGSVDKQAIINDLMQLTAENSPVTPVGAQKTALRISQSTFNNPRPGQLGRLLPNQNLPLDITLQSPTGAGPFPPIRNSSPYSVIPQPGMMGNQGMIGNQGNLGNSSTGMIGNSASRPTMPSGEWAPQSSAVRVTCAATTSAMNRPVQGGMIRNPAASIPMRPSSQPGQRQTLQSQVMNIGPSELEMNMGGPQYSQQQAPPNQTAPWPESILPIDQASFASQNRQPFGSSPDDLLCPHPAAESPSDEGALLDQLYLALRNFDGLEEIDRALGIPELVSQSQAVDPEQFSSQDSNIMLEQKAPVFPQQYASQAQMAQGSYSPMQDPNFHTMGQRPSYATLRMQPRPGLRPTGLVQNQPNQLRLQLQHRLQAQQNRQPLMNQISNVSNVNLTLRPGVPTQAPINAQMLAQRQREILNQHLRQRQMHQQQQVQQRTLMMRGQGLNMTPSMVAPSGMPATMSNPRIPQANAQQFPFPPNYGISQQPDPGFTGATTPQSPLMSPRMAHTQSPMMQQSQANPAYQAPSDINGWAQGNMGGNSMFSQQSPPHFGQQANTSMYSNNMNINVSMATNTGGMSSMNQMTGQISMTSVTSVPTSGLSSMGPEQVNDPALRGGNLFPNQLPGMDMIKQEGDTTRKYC
* = called active by the depositor; · = not tested or not shown. A portion of the library. The share of hits here may be higher or lower than overall.

SMILES	NCOA1 inh	NR2F2 inh	NOD2-RIPK2 inh	TROY signal inh	NR5A2 inv ag	NCOA3 inh	EBV LMP1 NFkB	Vif imaging	TLR9-MyD88 block	C8 TRAIL sens	NCOA2 inhibitor
COc1cccc(/C=N/NC(=O)CC(=O)NCCc2ccccc2)c1OC	1	-1	-3	14	7	2	5	3	-5	-5	-3
COCCN(CC(=O)NCc1ccc(OC)cc1)C(=O)CCC(=O)Nc1nccs1	1	-14	-5	5	8	19	-2	·	-4	-2	13
CCCNC(=O)c1ccc2c(c1)ncn2-c1cc(C)cc(C)c1	14	14	11	8	0	3	3	2	7	3	-33
CCNC(=S)NNC(=O)c1cc(-c2cc(C)ccc2C)nc2ccccc12	5	·	-2	10	13	4	8	2	7	15	·
CC(C)(C)NS(=O)(=O)c1ccc2c(c1)oc(=O)c1cc(S(=O)(=O)NC(C)(C)C)ccc12	10	10	-1	2	-6	18	10	-6	-10	12	-6
O=C(CSc1nnnn1C1CCCCC1)N1CCN(C(=O)c2ccco2)CC1	2	6	-3	-5	-2	-2	-6	-2	0	-7	-4
COc1ccc(C(=Cc2cc(OC)c(OC)cc2[N+](=O)[O-])C(=O)O)cc1	-8	7	-8	-7	3	-8	6	-3	0	-6	-15
CC(C)CCNc1nc(N)c([N+](=O)[O-])c(NCCO)n1	7	11	-8	-16	-5	13	-24	14	6	-12	-1
COC(=O)c1ccc(=O)n(Cc2ccco2)c1	-1	-6	-14	13	-6	-7	0	3	-4	-22	-26
O=[N+]([O-])c1cc(Br)c(O)c(/C=N/Nc2nnnn2-c2cccc3ccccc23)c1	-6	10	15	35	-21	-10	7	-4	13	-1	-24
COc1cc(OC)c(OC)cc1CCC(C)NC(=O)Cc1ccccc1 (stereo not drawn)	13	1	-6	4	4	13	12	10	-2	-2	-5
CCCC(=O)N1CCC1(C)C(=O)NCc1ccccc1SC (stereo not drawn)	8	-8	-4	-1	12	4	·	12	·	-13	-22
O=C(COC(=O)c1cccc(S(=O)(=O)NCc2ccccc2)c1)c1ccc2c(c1)OCCO2	5	12	-8	10	-15	18	0	-4	-6	0	-12
COCCNC(=O)C(c1cccs1)N(CCc1ccccc1)C(=O)Cn1nnc2ccccc21 (stereo not drawn)	-4	-2	-6	15	13	7	-2	·	-2	-1	-33
CC(=O)c1ccc(S(=O)(=O)Nc2cccc(-n3cnnn3)c2)cc1	-15	-11	-7	2	-2	-7	1	1	-7	-16	19
COc1cc(CCC(=O)OCC(=O)NC2CCCC(C)C2C)cc(OC)c1OC (stereo not drawn)	3	2	2	1	3	22	-4	1	-7	-7	9
NNC(=O)c1ccc(CSc2cccc3cccnc23)cc1	-36	4	-9	-13	17	15	6	-1	7	-7	-18
O=c1oc2ccccc2n1CCCOc1ccccc1	-35	-10	1	-51	-47	-37	-21	9	-1	-7	-22
COc1ccc(-c2nnn(CC(=O)N(CCO)C(C(=O)NC3CCCC3)c3ccncc3)n2)cc1 (stereo not drawn)	9	15	-3	3	0	13	9	3	·	-7	7
CCc1cccc(CC)c1NC(=O)COC(=O)CCc1cc(OC)c(OC)c(OC)c1	11	24	-3	-3	-12	13	-4	-5	0	9	-11
NS(=O)(=O)c1ccc(CCNCc2cccnc2)cc1	0	12	-5	9	-2	-31	-3	7	-4	-7	-3
CCN(CC)S(=O)(=O)c1ccc(N2CC(C(=O)NC3(C)CCS(=O)(=O)C3)CC2=O)cc1 (stereo not drawn)	-22	6	11	-7	-8	9	1	22	-6	-12	12
C=CCn1cccc(C(=O)Nc2cc(OC)ccc2OC)c1=O	-7	6	4	-9	12	-8	3	2	-1	0	-7
CC(C)C[C@@H](C(=O)NC1CC1)N1C(=O)N2CCc3c([nH]c4ccccc34)[C@@]2(C)C1=O	18	15	1	8	18	20	-12	-13	-4	-12	-22
N#CC1(NC(=O)Cn2ncc(Cl)c(Cl)c2=O)CCCCC1	-27	2	10	55*	-16	-32	-43	-1	10	93*	-43
Cc1ccc(S(=O)(=O)NC(CC(=O)O)c2ccccc2)cc1 (stereo not drawn)	1	23	6	2	13	8	3	-7	-7	-25	-14
COc1ccc(-c2[nH]ncc2N=Nc2cc(C)cc(C)c2)cc1	-8	13	11	-4	-6	5	5	-5	-2	-30	0
Cc1ccc(NC(=O)c2cc(-c3cccc(O)c3)on2)cc1C	-59	-62	-8	-47	-116	-64	-32	-6	5	4	-54
CN(CC(CC(=O)O)c1ccccc1)S(=O)(=O)c1ccc(Br)cc1 (stereo not drawn)	-11	-4	-5	10	-10	8	3	14	-5	-3	24
N#Cc1ccc(C2=CC(=O)C[C@H](c3ccc4c(c3)OCO4)C2)cc1	4	-9	-4	-2	14	-8	-1	16	6	-10	-27

Some of the entries so far, as labelled records:
NS(=O)(=O)c1ccc(CCNCc2cccnc2)cc1
  NCOA1 inh: 0
  NR2F2 inh: 12
  NOD2-RIPK2 inh: -5
  TROY signal inh: 9
  NR5A2 inv ag: -2
  NCOA3 inh: -31
  EBV LMP1 NFkB: -3
  Vif imaging: 7
  TLR9-MyD88 block: -4
  C8 TRAIL sens: -7
  NCOA2 inhibitor: -3

CCN(CC)S(=O)(=O)c1ccc(N2CC(C(=O)NC3(C)CCS(=O)(=O)C3)CC2=O)cc1 (stereo not drawn)
  NCOA1 inh: -22
  NR2F2 inh: 6
  NOD2-RIPK2 inh: 11
  TROY signal inh: -7
  NR5A2 inv ag: -8
  NCOA3 inh: 9
  EBV LMP1 NFkB: 1
  Vif imaging: 22
  TLR9-MyD88 block: -6
  C8 TRAIL sens: -12
  NCOA2 inhibitor: 12

C=CCn1cccc(C(=O)Nc2cc(OC)ccc2OC)c1=O
  NCOA1 inh: -7
  NR2F2 inh: 6
  NOD2-RIPK2 inh: 4
  TROY signal inh: -9
  NR5A2 inv ag: 12
  NCOA3 inh: -8
  EBV LMP1 NFkB: 3
  Vif imaging: 2
  TLR9-MyD88 block: -1
  C8 TRAIL sens: 0
  NCOA2 inhibitor: -7

CC(C)C[C@@H](C(=O)NC1CC1)N1C(=O)N2CCc3c([nH]c4ccccc34)[C@@]2(C)C1=O
  NCOA1 inh: 18
  NR2F2 inh: 15
  NOD2-RIPK2 inh: 1
  TROY signal inh: 8
  NR5A2 inv ag: 18
  NCOA3 inh: 20
  EBV LMP1 NFkB: -12
  Vif imaging: -13
  TLR9-MyD88 block: -4
  C8 TRAIL sens: -12
  NCOA2 inhibitor: -22

The listing continues.
SMILES	NCOA1 inh	NR2F2 inh	NOD2-RIPK2 inh	TROY signal inh	NR5A2 inv ag	NCOA3 inh	EBV LMP1 NFkB	Vif imaging	TLR9-MyD88 block	C8 TRAIL sens	NCOA2 inhibitor
CCNC(=S)NNC(=O)c1ccccc1OC(F)F	16	-3	-8	-40	-22	16	4	7	-11	6	14
COc1ccc(S(=O)(=O)Nc2cc(C)on2)cc1NC(C)=O	-16	-11	-2	-12	10	4	3	-4	-6	-8	-9
O=C1C(=O)N(CCCc2ccccc2)c2ccccc21	-18	·	11	-17	-2	-10	-6	16	2	-10	·
CCC1(C)CC(C(CC(=O)O)c2ccc(C)cc2)CCO1 (stereo not drawn)	4	-18	2	0	8	-17	5	1	-7	-16	3
Cc1cccc(CSc2nc3nc(C)cc(C)n3n2)c1	-10	29	-9	-22	-23	1	-5	-13	-10	-9	-6
OC(CN1CCN(c2ccccc2)CC1)Cn1c2ccccc2c2ccccc21 (stereo not drawn)	-3	-10	-11	4	-27	4	-20	-7	-1	2	-13
CC(C)Nc1nc(-c2cccnc2)nc(-c2ccccc2)c1C#N	2	-12	-7	3	18	-4	-7	4	9	1	6
COc1cc(C=O)ccc1OCc1c(C)noc1C	-18	-9	2	-4	9	0	-21	-5	1	6	-33
OCC[C@H]1C[C@@H](O)[C@H](O)[C@@]2(CCCc3ccccc3O2)O1	1	8	1	-2	9	4	3	-2	-1	-5	-7
CC(C(=O)N=c1sc2ccccc2n1C)N1C(=O)C2CC=CCC2C1=O (stereo not drawn)	-2	-6	-5	-11	4	9	-14	5	11	8	-18
O=C(c1ccco1)N1CCN(C(=S)Nc2cc(F)cc(F)c2)CC1	-1	-12	-12	4	19	2	8	0	-13	-3	20
COc1ccc(-c2cc(C)nc3c(-c4ccccc4)cnn23)cc1	-52	-26	1	66*	-124	-67	-30	-8	2	32	-81
COC(=O)[C@H](C)NC(=O)NCc1ccc(S(N)(=O)=O)cc1	-14	-3	3	-1	12	6	4	5	6	2	4
O=C(O)Cn1cc(/C=N/NC(=O)c2cc3cc(Br)ccc3o2)c2ccccc21	-2	0	3	3	16	5	0	14	3	1	-14
C[C@]12CC[C@H](O)CC1=CCC1C2CC[C@@]2(C)C1CC[C@@H]2NC(=O)[C@@H](N)Cc1ccccc1 (stereo partly drawn)	2	0	4	-6	-12	-6	5	1	-9	1	-24
C=CCn1c(-c2ccccc2)n[nH]c1=S	3	12	-2	-6	6	-2	0	6	-1	-5	-51
Cc1ccc(-c2cc(-c3ccccc3Cl)c(C#N)c(N)n2)o1	-10	-12	6	17	7	-8	-1	11	-3	2	0
CCOc1ccc(C2C=C(c3ccc(F)cc3)Nc3ncnn32)cc1 (stereo not drawn)	-43	-31	7	-5	-63	-64	-15	5	7	6	-52
O=C(c1ccccc1)N1CCC(CC2CC(c3cccc(Br)c3)=NO2)(C(=O)NCC2CCCCC2)CC1 (stereo not drawn)	-9	·	-5	-2	4	-6	16	-8	-4	10	·
OCC[C@@H]1C[C@H](O)[C@@H](O)[C@@]2(Cc3ccccc3CO2)O1	-11	-10	-2	6	-3	-7	4	3	-3	-10	-6
O=C(COc1ccc(F)cc1)OCCN1CCOCC1	-2	-5	-11	-2	-5	12	0	-12	-4	3	-24
Cn1cc(CN2CCCC(CO)(Cc3ccccc3)C2)cn1 (stereo not drawn)	-9	2	-1	-4	-6	18	7	-2	-3	-6	-11
O=C(c1ccc(F)cc1F)N1CCN(c2n[nH]c(=O)[nH]c2=O)CC1	-30	13	12	2	23	20	-3	2	2	-16	10
CCN1C(=O)/C(=C2/Sc3ccc(OC)cc3N2C)SC1=Nc1ccc(OC)cc1	-16	-11	0	-20	-17	-7	-1	12	-3	-1	-50

Source: PubChem
